Bioassay records deposited in PubChem BioAssay by National Center for Advancing Translational Sciences (NCATS).
L3MBTL1 inh – qHTS Assay for the Inhibitors of L3MBTL1. Potency, µM (top dose mostly 57.1 µM), for inactives: top-dose activity, negative = inhibition, hits mostly inhibitors. Lethal(3)malignant brain tumor-like protein 1 (Homo sapiens), Q9Y468. AlphaScreen L3MBTL1–H3K9me1 peptide binding. AID 485360, 2010. actives 0.66% (n = 230,000); also: % is scaled to controls: 0 for no effect and ±100 for the full control effect; nearly all actives have a fitted effect of over 60% in size
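L3MBTL1 50 nM + b-AHA-H3(1-15)K9me1 75 nM, 30 min RT; compound added, 30 min RT; streptavidin donor/Ni-chelate acceptor beads 10 ug/mL each final, 30 min RT dark; AlphaScreen read.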
RECQ1 inh – qHTS Assay for Inhibitors of RecQ-Like Dna Helicase 1 (RECQ1). Potency, µM (highest dose often 57.3 µM), for the others: at the highest dose activity, negative = inhibition, actives largely listed as inhibitors. RECQ1 DNA unwinding, red fluorescence kinetic read. ATP-dependent DNA helicase Q1 (Homo sapiens), P46063. AID 2549, 2010. actives 0.54% (n = 240,000);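 also: plate controls were vehicle for no effect and no enzyme for full effect; nearly all actives have a fitted effect of over 30% in size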
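RECQ1T1 50 nM; forked duplex (20 bp + 30-nt ss tails) 200 nM, ATP 2 mM final; pH 8.0, 2 mM MgCl2, 2.5 ug/ml poly(dI-dC); 15 min compound preincubation; discontinuous kinetic read over 2 h at RT.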
KDM4E inh – qHTS Assay for Inhibitors of Human Jumonji Domain Containing 2E (JMJD2E). JMJD2E catalytic domain, FDH-coupled NADH fluorescence (FDH is formaldehyde dehydrogenase). Potency, µM (series often up to 57.1 µM), for inactives: at the top dose activity change, negative = inhibition, actives largely listed as inhibitors. actives 1.6% (n = 230,000); active = well fitted inhibition curve with a large enough effect, not every such curve was filed as active; inconclusive = small, poorly fitted or top-dose-only effect, or another doubt; inactive = no such curve, though single readings can be large or run the other way;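 also: 0% = wells with enzyme and -100% = buffer wells without enzyme; nearly all actives have a fitted effect of over 50% in size; many of its hits are not listed in these tables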
Target sequence (B2RXH2 1-337 limits assumed): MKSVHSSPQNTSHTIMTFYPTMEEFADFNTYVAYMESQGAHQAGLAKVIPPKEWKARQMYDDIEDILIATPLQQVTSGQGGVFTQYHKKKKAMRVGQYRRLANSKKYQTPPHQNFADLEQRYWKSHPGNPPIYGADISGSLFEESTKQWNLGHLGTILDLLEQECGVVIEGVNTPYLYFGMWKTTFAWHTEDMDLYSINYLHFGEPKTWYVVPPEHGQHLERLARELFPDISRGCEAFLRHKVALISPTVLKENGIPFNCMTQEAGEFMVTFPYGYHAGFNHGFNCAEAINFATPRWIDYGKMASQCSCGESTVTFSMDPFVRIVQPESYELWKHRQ
Tau ThT inhib – qHTS for Inhibitors of Tau Fibril Formation, Thioflavin T Binding. Microtubule-associated protein tau (Homo sapiens), P10636. recombinant tau K18 P301L (four-repeat tau fragment), heparin-induced fibrillization, ThT fluorescence. Potency, µM (titrated, usually from 57.4 µM), inactives show top-dose activity, negative = inhibition, usual class: inhibitors. actives 2.1% (n = 270,000). AID 1460, 2008; also: % is scaled to controls: 0 for no effect and ±100 for the full control effect; nearly all actives have a fitted effect of over 55% in size
Target sequence (P10636 561-689 P618L limits assumed): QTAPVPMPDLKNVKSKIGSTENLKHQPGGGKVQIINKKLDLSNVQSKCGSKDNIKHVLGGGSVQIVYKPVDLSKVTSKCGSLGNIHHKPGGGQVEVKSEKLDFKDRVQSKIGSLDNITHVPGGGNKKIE
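In this qHTS, human K18 P301L tau is incubated with compound and heparin for 6 hr at 37 C, and Thioflavin T fluorescence then reports fibril load.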
Lamin A splicing – qHTS Assay for Modulators of Lamin A Splicing. HeLa LMNA splicing GFP/RFP minigene ratio, 48 h. actives 0.01% (n = 200,000). Potency, µM (top dose mostly 46.1 µM), for inactives: top-dose ratio change, negative = inhibition, hits mostly inhibitors; active = well fitted inhibition curve with a large enough effect in the signal ratio, with a control signal flat, not every such curve was filed as active; inconclusive = small, poorly fitted or top-dose-only effect, or effect the other way, or a change in a side signal; the % refers to the signal ratio; also: % is scaled to controls: 0 for no effect and ±100 for the full control effect
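S3 HeLa cells stably expressing lamin A-EGFP splicing minigene plus DsRed2, 600 cells/well, 48 h compound exposure at 37C. Laser-scanning cytometry; analysed as GFP (500-530 nm)/RFP (575-640 nm) total intensity ratio; 0.5% DMSO vehicle.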
KinaseGlo FLuc – Counterscreen for Luciferase (Kinase-Glo TM) Inhibition. Kinase-Glo luciferase, ATP luminescence, 8 min. Potency, µM (doses to about 38.3 µM), inactives show at the top dose activity change, negative = inhibition, most hits filed as inhibitors. actives 0.28% (n = 200,000). AID 1379, 2008; also: % is scaled to controls: 0 for no effect and ±100 for the full control effect; nearly all actives have a fitted effect of over 60% in size
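Light output from Kinase-Glo luciferase with luciferin and 10 uM ATP in 50 mM imidazole pH 7.2, KCl, MgCl2, Tween 20, BSA; compound pin-delivered, 8-min ambient incubation, then luminescence read.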
ALDH1A1 block – qHTS Assay for Inhibitors of Aldehyde Dehydrogenase 1 (ALDH1A1); actives 7.3% (n = 220,000); Potency, µM (highest dose often 75.3 µM), for inactives: at the top dose activity, negative = inhibition, hits mostly inhibitors; Purified ALDH1A1, NADH fluorescence, propionaldehyde substrate; AID 1030, 2008; active = well fitted inhibition curve with a large enough effect, not every such curve was filed as active; inconclusive = small, poorly fitted or top-dose-only effect, or another doubt; inactive = no such curve, though single readings can be large or run the other way;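 also: plate controls were no enzyme wells and a reference inhibitor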
Target sequence (P00352 whole entry, looked up): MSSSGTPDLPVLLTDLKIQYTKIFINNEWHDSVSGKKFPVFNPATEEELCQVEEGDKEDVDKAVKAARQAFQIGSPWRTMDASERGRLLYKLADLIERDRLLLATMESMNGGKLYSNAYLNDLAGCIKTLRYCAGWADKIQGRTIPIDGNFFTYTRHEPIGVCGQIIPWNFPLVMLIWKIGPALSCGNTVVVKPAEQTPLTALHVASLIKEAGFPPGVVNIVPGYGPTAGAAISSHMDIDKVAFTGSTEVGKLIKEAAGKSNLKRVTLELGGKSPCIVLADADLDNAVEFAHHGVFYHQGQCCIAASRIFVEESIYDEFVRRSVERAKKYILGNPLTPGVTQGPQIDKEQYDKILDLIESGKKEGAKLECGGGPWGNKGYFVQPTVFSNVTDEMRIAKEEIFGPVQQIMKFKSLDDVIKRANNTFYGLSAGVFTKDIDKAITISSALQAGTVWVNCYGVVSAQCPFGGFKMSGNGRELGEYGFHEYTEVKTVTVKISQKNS
SMN2 splice enh – qHTS Assay for Enhancers of SMN2 Splice Variant Expression; HEK293 SMN2-luciferase splicing reporter, luminescence, 30-36 h; Potency, µM (doses to about 46.1 µM), without a hit: top-dose activity change, positive = activation, usual class: activators; actives 2.8% (n = 210,000); AID 1458, 2008; also: % of control where 0% means no effect; nearly all actives have a fitted effect of over 55% in size
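HEK293 cells carry an SMN2 […]–luciferase reporter in which exon 7 inclusion puts luciferase in frame. Cells were plated 10-12 h before compound addition, then incubated 30-36 h at 37C. ONE-Glo luminescence was read; sodium butyrate at 4.5 mM final served as control.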
Active calls of the source: *; i = inactive; ? = inconclusive; . = no result given; & = joins results of further samples; [ ] = another dose, or the depositor's remark. Unless noted, calls follow the shape of the dose curve; as a rule, active = well fitted curve in the direction sought with a large enough effect; inconclusive = small, poorly fitted or top-dose-only effect, or another doubt; inactive = no such curve, though single readings can be large; an effect the other way counts as inactive or inconclusive. Potency is read from the fitted curve at half-maximal effect.

SMILES	L3MBTL1 inh	RECQ1 inh	KDM4E inh	Tau ThT inhib	Lamin A splicing	KinaseGlo FLuc	ALDH1A1 block	SMN2 splice enh
CCOC(=O)c1nnn(-c2nonc2N)c1CSc1ccccc1	.	-4%	7%	-14%	2%	-5%	?	-22%
O=C(Nc1ccc(Cl)c(Cl)c1)c1ccc(Cl)c(Cl)c1	20%	i	47%[activator]	-7%	8%[46 µM]	.	-7%	.
Cc1ccc(NC(=O)Cn2c(C)cc(C)c(C#N)c2=O)c(Cl)c1	7%	-9%	?	-3%	1%	1%	-6%	1%
COc1ccc(C2CC2/C(=N/O)c2ccccc2)cc1 (stereo unspecified)	-17%	-1%	5%	-18%	-4%[46 µM]	-3%	4%	3%
COc1cccc(NC(=O)C(c2ccccc2)N2CCCCC2)c1 (stereo unspecified)	.	-2%	7%	-6%	.	-1%	-10%	4%
CC(=O)Nc1ccccc1-c1nc2ccccc2nc1OCC(=O)c1ccc2ccccc2c1	-2%	-4%	2%	?	3%	-3%	15%	-12%
Cc1ccc(NS(=O)(=O)c2ccc(Br)s2)nc1	-8%[11.4 µM]	i	-14%	28µM*	.	1%	?	-1%
Nc1nnc(CSCc2ccccc2Cl)s1	5%	i	10%	-12%	.	.	4%	.
O=C(O)CC(NC(=O)COc1ccc(Cl)cc1Cl)C(=O)O (stereo unspecified)	-8%	15%	1%	-8%	16%	0%	14%	?
CCn1cnc2c1c(=O)n(Cc1nnc3n1-c1ccccc1SC3)c(=O)n2Cc1ccccc1	.	10%	-1%	-16%	17%	-1%	-2%	.
O=C(Nc1cccc(Cl)c1)c1cccc(Oc2ccc([N+](=O)[O-])cc2Cl)c1	-1%	-10%	0%	-9%	?	0%	10µM*	-49%[inhibitor]
COc1cc(/C=C(\C#N)c2nc3ccccc3[nH]2)ccc1OC(=O)c1ccco1	18%	-17%	?	?	-9%	?	?	35µM*
O=C(NCc1cccs1)C(=O)c1cn(CC(=O)N2CCCC2)c2ccccc12	.	-1%	-2%	-5%	.	1%	?	3%
O=C(CSc1ccc(-c2ccncc2)nn1)c1ccc(Cl)cc1	.	11%	-4%	4%	?	-3%	2%	-20%
COC(=O)c1ccc(C)c(NS(=O)(=O)c2ccc(OC)c(OC)c2)c1	-4%	-14%	-2%	-3%	?	0%	?	7%
Nc1ccc(C(=O)c2cccs2)cc1[N+](=O)[O-]	-23%	i	-14%	?	.	-2%	-8%	.
COc1ccc2nc(C)c(C(=O)NN)cc2c1	-2%	1%	?	-3%	0%	-1%	?	1%
COc1ccc(C(=O)Oc2cccc(Nc3ncnc4ccccc34)c2)cc1OC	-2%	-3%	?	?	?	-1%	-4%	-18%
CN1C(=O)NC(c2ccccc2)C2=C1CN(CCc1ccccc1)C2=O (stereo unspecified)	4%	-7%	-7%	-13%	2%	.	7%	.
Cc1cccc(C)c1NC(=O)C[N+](C)(C)C	.	-2%&1%	-9%&5%	-9%&-7%	-15%	-1%&-1%	-2%&10%	-11%
CCOC(=O)C1CCCN(C(=O)c2cccc(NC(=O)C(CC)CC)c2)C1 (stereo unspecified)	7%	i	11%	7%	-11%[46 µM]	3%	-2%	4%
CCN(CC)C(=O)Cn1cc(C(=O)C(=O)NCC2COc3ccccc3O2)c2ccccc21 (stereo unspecified)	.	0%	-1%	-13%	.	0%	?	-19%
COc1cccc(Nc2nc(-c3cccc(N4C(=O)c5ccccc5C4=O)c3)cs2)c1	-2%	i	-1%	?	-6%	1%	-16%	21%
CCOC(=O)N1CCN(S(=O)(=O)c2ccc(C)c(C)c2C)CC1	0%	i	9%	-2%	?	2%	-2%	-23%
COc1ccc2c(c1)oc(=O)c1c3ccccc3[nH]c21	35%[activator]	i	0%	-5%	.	?	-13%	17%
CCN(C(C)=O)c1ccc(Oc2nc(OC)cc(OC)n2)cc1	.	-4%	-13%	-5%	.	0%	-6%	-17%
CC(CCc1ccccc1)NC(=O)CN1CCN(c2ccccc2)CC1 (stereo unspecified)	-13%	12%	0%	?	.	4%	32µM*	4%
NC(=S)n1[nH]c(-c2ccc([N+](=O)[O-])cc2)c(N=Nc2cccc(Cl)c2)c1=O	-17%	i	-7%	13µM*	?	3%	?	-62%[inhibitor]
CCNc1nnc(-c2ccccc2OC)s1	-1%	i	?	-5%	-6%	2%	?	-17%
Cc1cc(C)cc(OCC(=O)N(Cc2ccc(N(C)C)cc2)C2CCS(=O)(=O)C2)c1 (stereo unspecified)	-20%	i	-8%	-14%	.	.	.	.

4 entries out of the list above, sorted by the value under SMN2 splice enh, lowest first.
compound | RECQ1 inh | KDM4E inh | Tau ThT inhib | Lamin A splicing | ALDH1A1 block | SMN2 splice enh
CCOC(=O)N1CCN(S(=O)(=O)c2ccc(C)c(C)c2C)CC1 | i | 9% | -2% | ? | -2% | -23%
CCN(CC)C(=O)Cn1cc(C(=O)C(=O)NCC2COc3ccccc3O2)c2ccccc21 (stereo unspecified) | 0% | -1% | -13% | . | ? | -19%
CCOC(=O)C1CCCN(C(=O)c2cccc(NC(=O)C(CC)CC)c2)C1 (stereo unspecified) | i | 11% | 7% | -11%[46 µM] | -2% | 4%
COc1cccc(Nc2nc(-c3cccc(N4C(=O)c5ccccc5C4=O)c3)cs2)c1 | i | -1% | ? | -6% | -16% | 21%

Continuation.
SMILES	L3MBTL1 inh	RECQ1 inh	KDM4E inh	Tau ThT inhib	Lamin A splicing	KinaseGlo FLuc	ALDH1A1 block	SMN2 splice enh
O=C(NCc1ccco1)c1ccc(COc2ccccc2Cl)cc1	-5%	-1%	2%	?	-11%	0%	?	-18%
O=C1NC(c2cccc(Br)c2)=N/C1=C\c1ccco1	?	10%	-6%	5%	-12%	-5%	11µM*	-13%
O=C(CCC(=O)OCc1ccc([N+](=O)[O-])cc1)Nc1ccccc1Cl	0%	-10%	-3%	6%	.	0%	-7%	-3%
C=CCSc1nc2c(c(=O)[nH]c(=O)n2C)n1C/C=C(/C)Cl	1%	-4%	0%	0%	5%	-2%	?	-12%
CCN(CC)C(=O)C12CC3CC(CC(Cl)(C3)C1)C2	12%	-1%	-1%	-2%	-3%	3%	12%	-4%
CC(C)NC(=O)COc1cccc2ccccc12	2%	i	2%	-6%	2%[46 µM]	0%	12%	1%
NCCC[C@@H](CC(=O)N[C@@H]1CCCC[C@H]1C(=O)N[C@H](CC(=O)N[C@@H](CCC(=O)O)CC(=O)O)Cc1c[nH]c2ccccc12)NC(=O)C[C@H](Cc1c[nH]c2ccccc12)NC(=O)[C@@H]1CCCC[C@H]1N	.	-9%	?	-4%	.	2%	?	8%
Cn1c(CCNC(=O)c2cccs2)n[nH]c1=S	0%	4%	-12%	-6%	1%	3%	6%	-7%
CCOC(=O)n1c(=O)oc2cc(S(=O)(=O)N3CCOCC3)ccc21	1%	-4%	3%	-10%	4%	.	6%	.
N/C(=N\OC(=O)Oc1ccccc1)c1ccc(Br)cc1	.	-11%	2%	0%	-5%	3%	-10%	-13%
Cc1cccc(-n2c(N)cc(=O)nc2SCC(=O)Nc2nnc(CC(C)C)s2)c1	.	-8%	0%	-9%	7%	6%	8%	10%
CC(CNC(=O)c1cccs1)c1ccc([N+](=O)[O-])cc1 (stereo unspecified)	0%	-1%	0%	-17%	.	1%	?	.
CC1(C)C(=O)C=C[C@@]2(C)C1C=C[C@@]1(C)C2CC[C@@]2(C)C(c3ccoc3)OC(=O)C3OC312 (stereo partly specified)	.	-9%	-6%	?	.	-7%	-9%	-118%[inhibitor]
O=C(N/N=C/c1ccc([N+](=O)[O-])cc1)c1c[nH]c2ccccc12	2%	-9%	-2%	2.8µM*	?	1%	0%	?
COc1ccc(N=Cc2c(O)n(-c3ccc(OC)cc3)c(=O)c3ccccc23)cc1	.	-2%	?	?	.	3%	?	-20%
CCNS(=O)(=O)c1ccc(CCC(=O)Nc2ccccc2)cc1	-14%[11.4 µM]	i	-8%	6%	-13%[46 µM]	4%	38%[activator]	-9%
CCOC(=O)N1CCC(N2CCCC(C(=O)c3cccc(OC(C)C)c3)C2)CC1 (stereo unspecified)	49%[activator]	-5%	?	-17%	.	.	.	.
O=C1C2C(C(=O)N1c1ccc3c(c1)OCO3)C1C=CC2C12CC2 (stereo unspecified)	-8%	i	-3%	-1%	-4%	1%	-7%	-5%
Cc1cccc2c(C(=O)O)cc(-c3cccnc3)nc12	15%	0%	?	-6%	?	-1%	-4%	-9%
CC1=NN(C(=O)COc2ccccc2C)C(O)(c2ccc(Cl)cc2)C1 (stereo unspecified)	-8%	-12%	-13%	?	-5%	0%	8%	12%
CS(=O)(=O)N(CC(=O)N1CCc2ccccc2C1)c1ccc2c(c1)OCO2	-9%	i	-3%	-6%	4%	5%	-13%	8%
CN(C)S(=O)(=O)c1cccc(-c2cn3cccnc3n2)c1	10%	i	?	1%	-9%[46 µM]	-1%	?	-4%
Oc1ccc(/C=N/Nc2ccc3ccccc3c2)c(O)c1	-17%	-17%	?	18µM*	.	-1%	?	7%
CC(=O)Nc1nc(-c2ccc(Br)s2)cs1	-11%	-8%	?	11%	?	-3%	-12%	9%
CCOc1ccc2c(c1)sc(=NC(=O)C1CC1)n2C	.	i	?	-13%	16%	-4%	-3%	11µM*
CCOC(=O)N1CCC(NC(=O)C2CCCN(C(=O)N3CCOc4ccccc43)C2)CC1 (stereo unspecified)	.	-6%	-2%	-3%	-1%	0%	17%	-18%
CCCS(=O)(=O)N1CCC(C(=O)NCCN(C)Cc2ccccc2)CC1	1%	-1%	-4%	-7%	4%[0.0737 µM]	-1%	7%	18%

Only part of the results is shown, so the mix of outcomes need not match the whole.
